Compound activity (PubChem BioAssay)
ARNT TACC3 PPI: disruptors of human ARNT/TACC3 interaction; hit rate 0.66% among 390,000; inhibition, % at 9.99 µM; AlphaScreen His-ARNT PAS-B/GST-TACC3 binding, luminescence; TACC3 fragment carries E629A point mutation;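 active = mean inhibition of replicates at least 50% and at least half of replicates each reaching 50%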;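 note: 0% = complete ARNT plus TACC3 wells and 100% = ARNT alone without TACC3; many hits fall short of the cut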
esBAF inh: blocks esBAF chromatin remodeling in mouse ES cells; Bmi1-luciferase knock-in reporter, 24 h; 100% = twice the neutral-well signal; reporter increase, % at 12.5 µM; hit rate 2% among 350,000; in the data active = activation above about 40%;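 note: 0% = median of the plate's neutral control wells and 100% = double that signal; a rise in the Bmi1 reporter signal indicates esBAF inhibition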
E-selectin induc: E-selectin induction on HUVECs | activation, % at 7.58 µM | HUVEC E-selectin immunofluorescence imaging; normalized: neutral wells 0, TNF-alpha wells 100 | P16581 | hit rate 0.37% among 260,000;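 active = mean E-selectin-positive cell signal at least 10% of the positive control, reached in at least 60% of replicates, without over 20% cell loss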;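 note: in these data hits start at about 27%; measured in HUVEC primary endothelial cells; signal is the percent of cells scored E-selectin positive by PE staining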
Target sequence (P16581 whole entry, looked up): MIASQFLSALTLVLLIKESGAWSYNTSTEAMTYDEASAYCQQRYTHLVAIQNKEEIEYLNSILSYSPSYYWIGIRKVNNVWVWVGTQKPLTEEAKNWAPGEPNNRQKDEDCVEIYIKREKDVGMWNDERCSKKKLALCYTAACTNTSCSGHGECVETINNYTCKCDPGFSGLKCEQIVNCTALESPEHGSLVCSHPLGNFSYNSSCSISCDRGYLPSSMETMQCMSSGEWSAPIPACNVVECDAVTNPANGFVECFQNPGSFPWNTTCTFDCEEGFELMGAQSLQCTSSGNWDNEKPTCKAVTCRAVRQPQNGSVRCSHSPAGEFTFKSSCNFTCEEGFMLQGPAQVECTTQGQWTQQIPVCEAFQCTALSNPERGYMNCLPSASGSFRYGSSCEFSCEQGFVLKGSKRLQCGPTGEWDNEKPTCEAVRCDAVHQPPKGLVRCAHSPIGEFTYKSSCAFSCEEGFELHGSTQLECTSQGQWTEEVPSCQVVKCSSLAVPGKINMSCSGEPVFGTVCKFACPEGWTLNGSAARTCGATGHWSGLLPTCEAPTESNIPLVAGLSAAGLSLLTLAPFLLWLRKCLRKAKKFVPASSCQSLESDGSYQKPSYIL
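Assay system: HUVEC, human umbilical vein endothelial cells / Amount: 3,000 HUVEC/well / Controls: TNF-alpha positive control, DMSO neutral control / Compound dosing: single concentration / Medium: EGM-2 over gelatin coat / Evaluation: percent E-selectin-positive cells / Signal: immunofluorescence imaging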
Casp6 inh: caspase-6 (human) enzyme inhibition. P55212. purified caspase-6, Z-VEID-R110 cleavage fluorescence. inhibition, % at 12.5 µM. hit rate 0.53% among 350,000. AID 686996;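 active = mean inhibition across replicates at least about 35%, with every replicate also reaching that limit, limit read from the data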;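 note: 0% = median of neutral control wells and 100% = no fluorescence left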
PglD inh: blocks C. jejuni PglD acetyltransferase activity; inhibition, % at 12.5 µM; purified PglD enzyme, DTNB colorimetric CoA detection; AID 602405; hit rate 0.098% among 360,000; in the data active = inhibition above about 16%, passing the limit was not always enough; note: strong numbers were not always called active
RAD52 inh: RAD52 (human) annealing inhibition | recombinant RAD52 DNA annealing, FRET fluorescence | inhibition, % at 18.7 µM | hit rate 0.46% among 360,000 | P43351;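 active = every replicate showing at least 50% inhibition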
Target sequence (P43351 whole entry, looked up): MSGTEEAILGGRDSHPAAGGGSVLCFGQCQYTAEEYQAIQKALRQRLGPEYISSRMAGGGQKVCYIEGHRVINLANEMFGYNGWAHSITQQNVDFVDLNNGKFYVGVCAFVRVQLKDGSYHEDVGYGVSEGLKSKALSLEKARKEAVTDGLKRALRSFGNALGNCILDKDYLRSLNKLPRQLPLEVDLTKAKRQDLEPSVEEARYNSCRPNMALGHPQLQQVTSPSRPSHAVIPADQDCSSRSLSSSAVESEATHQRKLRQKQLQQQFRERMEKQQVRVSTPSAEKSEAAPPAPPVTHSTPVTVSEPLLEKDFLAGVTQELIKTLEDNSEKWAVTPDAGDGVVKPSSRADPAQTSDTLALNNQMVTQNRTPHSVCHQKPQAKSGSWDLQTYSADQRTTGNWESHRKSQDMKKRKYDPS
RAD54 inh: blocks human RAD54 Holliday junction branch migration; FAM/BHQ fluorescence; Q92698; inhibition, % at 10.4 µM; hit rate 0.14% among 360,000;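 active = mean normalized replicate activity at least 40 and at least half of replicates scoring 40 or more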;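 note: 0% = median of neutral control wells and 100% = median of positive control wells; inhibitors cause a drop in the FAM fluorescence signal; in these data hits start at about 50%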
ERp5 block: blocks human ERp5 reductase activity on insulin; Q15084; ERp5 insulin aggregation, absorbance 650 nm, 90 min; inhibition, % at 9.99 µM; hit rate 0.05% among 350,000;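 active = mean replicate inhibition above about 25%, with every replicate also reaching it, limit read from the data, passing the limit was not always enough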
* = called active by the depositor; & = joins results of further samples.

The first seven records as a preview:
How did O=C(c1ccccn1)N1C[C@@H]2[C@H](c3ccccc31)[C@H](CO)N2C(=O)C1CC1 do in these assays?
ARNT TACC3 PPI: 49*; esBAF inh: -4; E-selectin induc: 0.2; Casp6 inh: 2; PglD inh: 6; RAD52 inh: -18; RAD54 inh: -3; ERp5 block: -5

What do the screens show for `O=C(Cn1ncc2c1-c1ccccc1OC2)N(Cc1ccco1)C1CCCCC1`?
ARNT TACC3 PPI: -5; esBAF inh: -7; Casp6 inh: 0; PglD inh: 2; RAD52 inh: -35; RAD54 inh: -3; ERp5 block: -6

How did CC1=C(C(=O)NCCN2CCOCC2)C2(CCC(C)CC2)OC1=O (centres undefined) do in these assays?
ARNT TACC3 PPI: -5; esBAF inh: -8; Casp6 inh: 0; PglD inh: -1; RAD52 inh: -4; RAD54 inh: 9; ERp5 block: 3

Results for CCc1nnc(NC(=O)c2ccc(N(C)S(=O)(=O)c3ccccc3)cc2)s1 ?
ARNT TACC3 PPI: 1; esBAF inh: 7; PglD inh: 3; RAD54 inh: -13

What do the screens show for `CCC(=O)Nc1ccc2c(c1)OC[C@H](C)N(CC1CCOCC1)C[C@H](C)[C@@H](OC)CN(C)C2=O`?
E-selectin induc: 0.0; Casp6 inh: 1; RAD52 inh: 2; ERp5 block: -4

Results for COC(=O)c1ccc(NC(=O)Nc2ccc(OC)c(OC)c2)cc1 ?
ARNT TACC3 PPI: -4; Casp6 inh: 1; RAD52 inh: -6; ERp5 block: 4

How did COc1ccc(S(=O)(=O)N2CCN(C(=O)CCOc3ccccc3)CC2)cc1OC do in these assays?
esBAF inh: 2; E-selectin induc: -1.9; Casp6 inh: 1; PglD inh: 1; RAD52 inh: -9; RAD54 inh: -1; ERp5 block: -4

Main list, repeating the preview:
How did O=C(c1ccccn1)N1C[C@@H]2[C@H](c3ccccc31)[C@H](CO)N2C(=O)C1CC1 do in these assays?
ARNT TACC3 PPI: 49*; esBAF inh: -4; E-selectin induc: 0.2; Casp6 inh: 2; PglD inh: 6; RAD52 inh: -18; RAD54 inh: -3; ERp5 block: -5

What do the screens show for `O=C(Cn1ncc2c1-c1ccccc1OC2)N(Cc1ccco1)C1CCCCC1`?
ARNT TACC3 PPI: -5; esBAF inh: -7; Casp6 inh: 0; PglD inh: 2; RAD52 inh: -35; RAD54 inh: -3; ERp5 block: -6

How did CC1=C(C(=O)NCCN2CCOCC2)C2(CCC(C)CC2)OC1=O (centres undefined) do in these assays?
ARNT TACC3 PPI: -5; esBAF inh: -8; Casp6 inh: 0; PglD inh: -1; RAD52 inh: -4; RAD54 inh: 9; ERp5 block: 3

Results for CCc1nnc(NC(=O)c2ccc(N(C)S(=O)(=O)c3ccccc3)cc2)s1 ?
ARNT TACC3 PPI: 1; esBAF inh: 7; PglD inh: 3; RAD54 inh: -13

What do the screens show for `CCC(=O)Nc1ccc2c(c1)OC[C@H](C)N(CC1CCOCC1)C[C@H](C)[C@@H](OC)CN(C)C2=O`?
E-selectin induc: 0.0; Casp6 inh: 1; RAD52 inh: 2; ERp5 block: -4

Results for COC(=O)c1ccc(NC(=O)Nc2ccc(OC)c(OC)c2)cc1 ?
ARNT TACC3 PPI: -4; Casp6 inh: 1; RAD52 inh: -6; ERp5 block: 4

How did COc1ccc(S(=O)(=O)N2CCN(C(=O)CCOc3ccccc3)CC2)cc1OC do in these assays?
esBAF inh: 2; E-selectin induc: -1.9; Casp6 inh: 1; PglD inh: 1; RAD52 inh: -9; RAD54 inh: -1; ERp5 block: -4

What do the screens show for `CN(C)C(=O)c1cccc(-c2ccc(C3[C@H]4CNC[C@@H]3N4Cc3cc(F)ccc3F)cc2)c1` (some centres undefined)?
E-selectin induc: 0.3&0.1; Casp6 inh: -11&0; RAD52 inh: -19&-19; ERp5 block: 1&4

What do the screens show for `CC1=NNC(=O)C1C(c1cccc(O)c1)C(C#N)C#N` (centres undefined)?
ARNT TACC3 PPI: -14; esBAF inh: 4; E-selectin induc: -0.4; Casp6 inh: 0; RAD52 inh: -7; ERp5 block: 3

What do the screens show for `CCOc1ccc(C2C3=C(CC(C)(C)CC3=O)N(CCCOC)C3=C2C(=O)CC(C)(C)C3)cc1OC`?
esBAF inh: -9; E-selectin induc: 0.0; Casp6 inh: 2; PglD inh: 5; RAD52 inh: -5; RAD54 inh: -4; ERp5 block: 10

Results for CCN(Cc1ccccc1)Cc1nc(CCc2ccccc2)no1 ?
ARNT TACC3 PPI: -10; E-selectin induc: 1.1; Casp6 inh: -2; RAD52 inh: -6; ERp5 block: -6

What do the screens show for `C[C@H](CO)N1C[C@H](C)[C@H](CN(C)C(=O)Nc2ccc(F)cc2)OCCCC[C@H](C)Oc2ccc(NC(=O)NC3CCCCC3)cc2C1=O`?
ARNT TACC3 PPI: 1; esBAF inh: 4; E-selectin induc: 0.0; Casp6 inh: -4; PglD inh: 0; RAD52 inh: -9; RAD54 inh: 0; ERp5 block: 9

Results for Cc1cc2[nH]c(=O)c(=O)[nH]c2cc1S(=O)(=O)NC1CCC(C)CC1 (centres undefined) ?
ARNT TACC3 PPI: -9; esBAF inh: 2; E-selectin induc: -0.3; Casp6 inh: 7; PglD inh: -1; RAD52 inh: 4; RAD54 inh: -11; ERp5 block: -4

How did CN(C)c1ccc(C(=O)OCC(=O)N2CCCC2)cc1 do in these assays?
ARNT TACC3 PPI: 0; esBAF inh: 34; E-selectin induc: 2.2; Casp6 inh: 3; PglD inh: -2; RAD52 inh: -15; RAD54 inh: -7; ERp5 block: 5

How did Cc1ccc(S(=O)(=O)Nc2cc(C)nn2-c2ccccc2)cc1 do in these assays?
ARNT TACC3 PPI: 18; esBAF inh: -5; PglD inh: 5; RAD54 inh: 0

What do the screens show for `CN(C)C(=O)[C@H]1[C@H](CO)[C@H]2Cn3c(cccc3=O)[C@H]2N1CC1CCCCC1`?
E-selectin induc: -0.1; Casp6 inh: 2; RAD52 inh: -27; ERp5 block: 7

Results for O=C(COc1ccc2ccc(=O)oc2c1)Nc1cccnc1 ?
ARNT TACC3 PPI: -2; esBAF inh: 0; Casp6 inh: -4; PglD inh: 2; RAD52 inh: -5; RAD54 inh: 5; ERp5 block: -3

How did CCN1C(N(C)C)=NC[C@@H]1Cc1ccccc1 do in these assays?
ARNT TACC3 PPI: -3; esBAF inh: 11; E-selectin induc: 0.0; Casp6 inh: -4; PglD inh: 14; RAD52 inh: -18; RAD54 inh: 0; ERp5 block: -2

How did C[C@H](CO)N1C[C@H](C)[C@H](CN(C)Cc2ccccc2C(=O)O)Oc2cc(-c3ccccc3)ccc2S1(=O)=O do in these assays?
ARNT TACC3 PPI: -2; esBAF inh: 1; E-selectin induc: 0.4; Casp6 inh: -1; PglD inh: 7; RAD52 inh: 2; RAD54 inh: -1; ERp5 block: -4

Results for COc1ccc(-c2cc(=O)oc3cc(OCC(=O)N[C@@H](Cc4c[nH]c5ccccc45)C(=O)O)ccc23)cc1 ?
ARNT TACC3 PPI: -6; esBAF inh: -11; Casp6 inh: 6; PglD inh: 1; RAD52 inh: -7; RAD54 inh: -12; ERp5 block: 8

How did Cn1cccc1/C=C1\CCc2ccccc2C1=O do in these assays?
ARNT TACC3 PPI: 16; esBAF inh: -46; Casp6 inh: 4; PglD inh: -11; RAD52 inh: -30; RAD54 inh: -3; ERp5 block: 7

How did CCC(CO)N=CC1=C(O)CC(C)(C)CC1=O (centres undefined) do in these assays?
ARNT TACC3 PPI: 11; esBAF inh: 4; PglD inh: 1; RAD54 inh: 1

Results for O=C1C(=O)N(CCN2CCOCC2)C(c2ccccc2F)/C1=C(\O)c1ccc(S(=O)(=O)N2CCOCC2)cc1 (centres undefined) ?
ARNT TACC3 PPI: 4; esBAF inh: 0; Casp6 inh: -3; PglD inh: -6; RAD52 inh: -11; RAD54 inh: 8; ERp5 block: 0

What do the screens show for `C/C=C/c1ccc([C@@H]2[C@@H](CO)N[C@@H]2CN(C(=O)C2CCC2)C(C)C)cc1`?
ARNT TACC3 PPI: 3; esBAF inh: 4; E-selectin induc: 0.2; Casp6 inh: 3; PglD inh: 1; RAD52 inh: 12; RAD54 inh: 1; ERp5 block: -2

How did COc1ccccc1NC(=O)CCCCCN1C(=O)c2cccc([N+](=O)[O-])c2C1=O do in these assays?
ARNT TACC3 PPI: 0; esBAF inh: 1; Casp6 inh: 1; PglD inh: 1; RAD52 inh: -4; RAD54 inh: -7; ERp5 block: -8

How did O=C(O)c1cc2c(cc1NC(=O)C1CCCC1)OCCO2 do in these assays?
ARNT TACC3 PPI: -1; esBAF inh: 0; E-selectin induc: 2.9; Casp6 inh: -2; PglD inh: -2; RAD52 inh: 1; RAD54 inh: -5; ERp5 block: 1

Results for O=C(NN=Cc1ccc2c(c1)OCO2)c1ccccc1 ?
ARNT TACC3 PPI: -1; esBAF inh: 8; E-selectin induc: -0.9; Casp6 inh: 2; PglD inh: -2; RAD52 inh: -9; RAD54 inh: 4; ERp5 block: 3

How did FC(F)(F)c1ccc(-c2cccc3c2C2CC3CCN2Cc2ccc3c(c2)OCO3)cc1 (centres undefined) do in these assays?
esBAF inh: -5; E-selectin induc: -0.1; Casp6 inh: 5; PglD inh: 3; RAD52 inh: 6; RAD54 inh: -6; ERp5 block: -7

Results for Cc1cccc(NC(=S)NNC(=O)c2csc(C)c2)c1 ?
ARNT TACC3 PPI: 21; Casp6 inh: 0; RAD52 inh: 1; ERp5 block: -4

What do the screens show for `O=C(COC(=O)C1=COCCO1)Nc1ccccc1Oc1ccccc1`?
ARNT TACC3 PPI: -1; esBAF inh: 2; PglD inh: 5; RAD54 inh: 5

How did COc1ccc(-c2nnc(NC(=O)CS(=O)(=O)c3ccc(F)cc3)o2)c(OC)c1 do in these assays?
ARNT TACC3 PPI: 36; esBAF inh: 1; E-selectin induc: -3.3; Casp6 inh: 1; RAD52 inh: -5; ERp5 block: -7

Results for COc1ccccc1/C=C(\NC(=O)c1cccc(C)c1)C(=O)Nc1ccccn1 ?
ARNT TACC3 PPI: 8; esBAF inh: -3; Casp6 inh: -5; PglD inh: -4; RAD52 inh: -10; RAD54 inh: -15; ERp5 block: 1

Results for C/C(=N\OC(=O)NC1CCCCC1)c1sc(-c2ccccc2)nc1C ?
ARNT TACC3 PPI: -7; esBAF inh: 29; PglD inh: 5; RAD54 inh: -1

What do the screens show for `CC1CCCCC1NC(=O)c1cc(S(=O)(=O)N2CCOCC2)ccc1Cl` (centres undefined)?
ARNT TACC3 PPI: -1; esBAF inh: -3; E-selectin induc: 0.4; Casp6 inh: -1; PglD inh: 1; RAD52 inh: -9; RAD54 inh: 13; ERp5 block: 1

How did COc1ccc(CCNC(=O)Cn2cnc3scc(-c4ccccc4)c3c2=O)cc1OC do in these assays?
E-selectin induc: -0.1; Casp6 inh: 3; RAD52 inh: -22; ERp5 block: 3

Results for COc1ccc2[nH]c(=O)c3c(c2c1)OC(C)(C)C=C3 ?
ARNT TACC3 PPI: -5; esBAF inh: -3; E-selectin induc: 3.4; PglD inh: 4; RAD54 inh: 9

Results for COc1ccc2c3c(n(C)c2c1)[C@@H](CO)N(Cc1cc(F)ccc1F)CC31CCN(C(=O)C2CC2)CC1 ?
E-selectin induc: 0.2; Casp6 inh: 0; RAD52 inh: -132; ERp5 block: 5

Results for O=C1c2cccc3cccc(c23)C(=O)N1CCCCCc1n[nH]c(=S)o1 ?
ARNT TACC3 PPI: 28*; E-selectin induc: -1.8; Casp6 inh: 5; RAD52 inh: -5; ERp5 block: 2

What do the screens show for `CC(NC(=O)C(=O)Nc1nccs1)c1ccccc1` (centres undefined)?
ARNT TACC3 PPI: -2; E-selectin induc: 0.5; Casp6 inh: 0; RAD52 inh: -11; ERp5 block: -3

How did CCOC(=O)c1nc(-c2ccc(OC)c(OC)c2)no1 do in these assays?
ARNT TACC3 PPI: -4; Casp6 inh: 0; RAD52 inh: -9; ERp5 block: 4
